Screens from PubChem BioAssay.
KCNQ1 block: blocks the human KCNQ1 potassium channel | P51787 | CHO-K1 KCNQ1, FluxOR thallium flux fluorescence; active compounds read high | B-score at 10 µM | hit rate 1.3% among 310,000 | AID 2642;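 active = compounds whose thallium flux B-score, printed positive for inhibition, exceeds three library SD while starting fluorescence stays within three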;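 note: channel opened by potassium depolarization with thallium stimulus after 20 min compound exposure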
ANO1 activ: mouse TMEM16A channel activation, primary screen; Q8BHY3; hit rate 0.3% among 340,000; HEK293 TMEM16A/YFP-H148Q/I152L, iodide quench fluorescence; active compounds read low; B-score at 10 µM;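 active = fluorescence-ratio B-score plate-corrected deviation score at least 3 library SD below zero, with starting fluorescence score within 5 deviations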;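 note: channel opened by trigger with iodide after compound preincubation; score built on the fluorescence ratio of max minus min over baseline; more negative score means more quench and so TMEM16A activation or potentiation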
Dyrk1A ADPGlo: blocks rat Dyrk1A kinase activity. Q63470. hit rate 0.43% among 310,000. ADP-Glo luminescence, NFATc1 peptide. inhibition, % at 12.5 µM; in the data active = inhibition above about 50%;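 note: plate controls were vehicle with enzyme for no effect and no enzyme for full effect; many of its hits are not listed in these tables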
KCNK9 block: blocks the human KCNK9 two-pore domain potassium channel; Q9NPC2; HEK293 KCNK9, FluxOR thallium flux fluorescence; active compounds read low; B-score at 10 µM; hit rate 1.2% among 310,000;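 active = ratio B-score over 3 SD below the library mean, with starting fluorescence within 5 SD of its mean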;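 note: negative B-score means less thallium flux so channel inhibition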
KCNK3 inh: human KCNK3 channel inhibition, primary screen; O14649; CHO-KCNK3 thallium flux, FluxOR fluorescence; active compounds read low; B-score at 10 µM; hit rate 0.84% among 340,000; AID 602410;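 active = B-score under library mean minus 4 SD, starting fluorescence ratio at most library mean plus 5 SD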;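 note: more negative B-score means stronger inhibition of thallium flux through KCNK3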
KCNQ1 act: human KCNQ1 channel potentiation or activation; B-score at 10 µM; P51787; CHO-K1 KCNQ1, thallium flux FluxOR fluorescence; active compounds read high; hit rate 0.35% among 310,000;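 active = fluorescence ratio B-score, a plate-corrected score, at least three library SD, with initial intensity B-score within 5 SD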
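Medium – assay buffer, equal DMSO in all wells · Material – CHO-K1 cell line with stable KCNQ1 potassium channel expression · Signal – kinetic FluxOR thallium fluorescence, 10-s 1-Hz baseline, 110-s post-stimulus read · Compound – single concentration per compound, DMSO matched to controls · Schedule – 37 °C overnight plating, 90-min dark dye load, 20-min compound pretreatment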
TRPC4 agonist: opens the mouse TRPC4 cation channel; Q9QUQ5; HEK293 TRPC4beta/mu-opioid, Fluo4 calcium fluorescence; active compounds read high; B-score at 10 µM; hit rate 0.49% among 310,000;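 active = B-score above 5 SD of library B-scores, and initial fluorescence ratio not above library mean plus 5 SD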;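 note: positive B-score marks a calcium rise read as TRPC4 activation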
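Material: TRPC4beta and mu-opioid receptor HEK293 stable cells | Incubation: 45 min room-temperature Fluo4 loading, 110 s read | Detection: Kinetic Fluo4 calcium fluorescence | Measure: Integrated baseline-normalised fluorescence ratio, converted to per-well B score | Benchmarks: Low control buffer alone, high control maximal DAMGO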
TRPC4 potent: allosterically enhances the mouse TRPC4 cation channel | B-score at 10 µM | Q9QUQ5 | hit rate 0.42% among 310,000 | HEK293 TRPC4beta/mu-opioid, DAMGO EC20, Fluo-4 Ca2+ flux; active compounds read high;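 active = B-score of calcium response area above 5 SD of library B-scores, with initial fluorescence ratio within 5 SD of library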;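 note: B-score of integrated fluorescence ratio over time as area under calcium response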
ANO1 block: blocks the mouse calcium-activated chloride channel TMEM16A; HEK293 TMEM16A/YFP iodide influx fluorescence, ionomycin; normalized B-score (activity score, 25-100; higher = stronger inhibition) at 10 µM; hit rate 1.2% among 310,000;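 active = ratio plate-corrected score three or more library SD toward inhibition, starting fluorescence score within five deviations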;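 note: score derived from kinetic fluorescence span divided by baseline fluorescence per well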
HDAC3 inhib: human HDAC3 inhibition | O15379 | recombinant HDAC3, fluorogenic peptide/trypsin coupled, fluorescence | inhibition, % at 8.3 µM | hit rate 0.15% among 320,000; in the data active = inhibition above about 26%, passing the limit was not always enough
hERG rescue: compounds protecting human hERG from proarrhythmic drug block. Q12809. CHO-hERG, FluxOR thallium flux, dofetilide IC70 present. activation (rescue from dofetilide block), less the hit threshold, % at 10 µM. hit rate 0.51% among 310,000;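 active = activation above the mean of controls blocked by dofetilide plus 5 SD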;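 note: thallium influx through hERG after potassium depolarization seen as dye fluorescence rise; in these data hits start at about 4.7%; inactives centre near -7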
Target sequence (Q12809 whole entry, looked up): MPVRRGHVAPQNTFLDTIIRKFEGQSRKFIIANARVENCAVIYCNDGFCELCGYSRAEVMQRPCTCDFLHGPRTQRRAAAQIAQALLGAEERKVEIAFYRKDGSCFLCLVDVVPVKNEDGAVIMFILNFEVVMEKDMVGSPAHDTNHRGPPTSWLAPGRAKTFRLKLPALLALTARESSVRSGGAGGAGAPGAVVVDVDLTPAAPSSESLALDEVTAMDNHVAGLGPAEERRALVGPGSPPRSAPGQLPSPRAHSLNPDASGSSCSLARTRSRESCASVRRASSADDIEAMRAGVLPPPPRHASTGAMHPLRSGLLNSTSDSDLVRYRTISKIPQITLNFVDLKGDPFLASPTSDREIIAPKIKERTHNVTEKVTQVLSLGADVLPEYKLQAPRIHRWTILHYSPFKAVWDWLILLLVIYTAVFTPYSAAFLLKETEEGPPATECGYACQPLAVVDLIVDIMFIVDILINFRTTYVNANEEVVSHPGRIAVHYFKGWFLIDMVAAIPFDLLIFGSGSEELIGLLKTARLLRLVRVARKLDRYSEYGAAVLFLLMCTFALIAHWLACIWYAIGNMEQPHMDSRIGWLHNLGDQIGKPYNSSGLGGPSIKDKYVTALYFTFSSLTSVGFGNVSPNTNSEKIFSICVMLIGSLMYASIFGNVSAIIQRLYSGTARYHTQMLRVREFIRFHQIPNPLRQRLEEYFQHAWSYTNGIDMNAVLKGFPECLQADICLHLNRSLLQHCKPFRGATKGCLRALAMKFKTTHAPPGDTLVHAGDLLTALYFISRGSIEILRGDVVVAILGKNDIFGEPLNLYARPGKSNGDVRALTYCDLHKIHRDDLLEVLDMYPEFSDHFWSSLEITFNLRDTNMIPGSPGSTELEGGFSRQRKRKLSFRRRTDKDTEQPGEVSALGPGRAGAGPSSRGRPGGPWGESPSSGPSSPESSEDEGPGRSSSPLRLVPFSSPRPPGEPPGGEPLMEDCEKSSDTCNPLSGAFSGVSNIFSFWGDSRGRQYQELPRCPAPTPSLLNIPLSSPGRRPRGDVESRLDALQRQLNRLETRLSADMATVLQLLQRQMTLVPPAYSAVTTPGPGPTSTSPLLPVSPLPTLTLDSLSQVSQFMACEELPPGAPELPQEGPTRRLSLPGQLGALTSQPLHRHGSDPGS
* hit, by the source's call; i = inactive; / = no result given. This is a subset (hit frequency here may not be typical).

SMILES	KCNQ1 block	ANO1 activ	Dyrk1A ADPGlo	KCNK9 block	KCNK3 inh	KCNQ1 act	TRPC4 agonist	TRPC4 potent	ANO1 block	HDAC3 inhib	hERG rescue
Cc1ccc(NC(=O)N(C2CCCCC2)C(C)c2cccnc2)cc1C (stereo not given)	i	i	1.2	i	i	i	i	i	i	18.1	-5.0
CCCc1ccc(OCC(=O)NNC(=S)NC(=O)c2ccco2)cc1	i	i	-4.1	i	i	10*	66*	i	i	5.3	-7.3
COCc1cc(C)nc(N/N=C/c2ccc(-c3ccc(C(=O)O)c(Cl)c3)o2)c1C#N	i	/	/	i	/	i	i	i	i	3.1	-2.6
COc1ccc(/C=N/Nc2nnc(Cc3ccc(OC)c(OC)c3)c(=O)[nH]2)cc1	i	i	-3.4	i	i	i	i	i	i	2.7	1.9
COc1ccc(/C=N/N=C(\N)c2nonc2N)cc1	i	i	2.1	i	i	i	i	i	/	/	-13.1
CCN1C(C)=C(C)S/C1=C1\SC(=S)N(NC(C)=O)C1=O	i	i	9.7	i	i	i	i	i	i	4.9	-8.4
COc1ccc(/C=C(/C#N)C(=O)Nc2cc(C)ccc2C)cc1C(=O)O	i	i	-4.9	i	i	i	i	i	i	12.0	-13.7
CCCN(CCC)CC(O)COc1ccc2c(c1)OCO2 (stereo not given)	i	i	/	i	i	i	i	i	i	0.7	-1.3
CCC(c1nnnn1C1CCCCC1)N1CCN(C(=O)c2ccco2)CC1 (stereo not given)	i	i	-1.6	i	i	i	i	i	i	-2.8	-1.1
CS(=O)(=O)N(CC(=O)N1CCOCC1)c1ccc(Cl)cc1	i	i	-2.5	i	i	i	i	i	i	-8.2	-1.0
O=C(CCCCCNC(=O)N1CCn2c1nc1ccccc12)N[C@@H](Cc1ccccc1)C(=O)O	i	i	5.5	i	i	i	i	i	i	3.0	-5.0
CC(=O)N(CC1CCCO1)C1(C(=O)NC2CCCC2)CCCCC1 (stereo not given)	i	i	1.5	i	i	i	i	i	i	3.1	-2.2
Cc1ccc(C(=O)CC2SC(N)=NC2=O)cc1 (stereo not given)	i	i	1.6	i	i	i	i	i	i	0.7	3.9
COc1cc(NC(=O)CN(C)S(=O)(=O)c2ccc3c(c2)CC(C)N3C(C)=O)cc(OC)c1 (stereo not given)	i	i	-3.3	i	i	i	i	i	i	/	-11.1
CC(=O)Nc1c(C(=O)N2CCOCC2)cnn1-c1ccc(C)c(C)c1	i	i	-3.1	i	i	i	i	i	i	-2.5	-1.0
CCC(=O)N(Cc1cc(=O)[nH]c2ccccc12)c1ccc(C)cc1C	i	i	3.8	i	i	i	i	i	i	-0.1	0.2
CCOC(=O)CSc1nc2cc(C(=O)NCC3CCCO3)ccc2c(=O)n1Cc1ccco1 (stereo not given)	i	i	-1.4	i	i	i	i	i	i	4.3	-11.8
CCOc1cc(C(=O)Nc2cccc3ncccc23)cc(OCC)c1OCC	i	i	-4.6	i	i	i	i	i	i	/	-14.7
CSc1ccc(Cc2ccc(Cl)cc2Cl)nn1	i	i	6.3	i	i	i	i	i	i	-0.9	-7.9
COc1ccccc1Cn1c(=S)[nH]c2cc(C(=O)NCC(OC)OC)ccc2c1=O	i	i	-3.6	i	i	i	i	i	i	1.5	-2.8
COC(=O)c1ccccc1OCCOc1ccccc1C(=O)OC	i	i	0.5	i	i	i	i	i	i	-6.9	-4.7
C=CCNC(=S)NNC(=O)CCC(O)COCCC(C)C (stereo not given)	i	i	-6.9	i	i	i	i	i	i	-1.2	-15.8
COc1ccc(N2CCN(CCNC(=O)CCS(=O)(=O)c3cccc4nsnc34)CC2)cc1	i	/	/	i	/	i	i	i	i	8.0	-6.3
CCCCc1nc(Cl)c(C#N)c2c1CCCC2	i	i	4.1	i	i	i	i	i	i	-1.5	-5.4
NC(=O)c1cc(NC(=O)CCCc2nc3ccccc3s2)cc(C(N)=O)c1	i	i	9.3	i	i	i	i	i	i	0.6	-14.7
Cc1cccc(OC(=O)c2sc(Cl)nc2C)c1	i	i	-13.0	i	i	i	i	i	i	2.4	-8.3
COc1ccc(NC(=O)c2cc3c(=O)n(C)c4ccccc4c3s2)cc1OC	i	i	2.6	i	i	i	i	i	i	-0.2	-5.2
CN(C(=O)c1ccccc1Br)C1CCS(=O)(=O)C1 (stereo not given)	i	i	6.4	i	i	i	i	i	i	-1.5	-5.8
O=C1CCCN1CCC(=O)N1CCCC(N2CCN(c3ccccc3F)CC2)C1 (stereo not given)	i	i	0.5	i	i	i	i	i	i	1.7	-10.3
Cc1cc(C)c2c(c1)c1nnc(SCCN3CCOCC3)nc1n2C	i	i	3.5	i	i	i	i	i	/	/	-3.8
CCC(=O)N1CCN(c2ccc(NC(=O)c3cc4ccccc4o3)cc2Cl)CC1	i	i	8.9	i	i	i	i	i	100*	-0.8	-17.4
COc1ccc2nc(Nc3nc4ccc(NC(C)=O)cc4s3)sc2c1	i	i	-1.7	i	i	i	i	i	i	5.3	-6.9
COc1cccc2cc(-c3nnc(SCC(=O)Nc4ccc(NC(C)=O)cc4)n3C)oc12	i	i	-4.5	i	i	i	i	i	i	2.0	-10.0
CC(=O)NCCC(=O)Nc1cc(S(=O)(=O)N2CCCCC2)ccc1N1CCN(C)CC1	i	i	17.9	i	i	i	i	i	i	-0.1	-8.7
O=C(NCCN1CCOCC1)c1cccn2c(=O)c3c4c(sc3nc12)CCCC4	i	/	/	i	/	i	i	i	i	/	-3.5
OC(c1ccc(Cl)cc1)c1nccc2ccccc12 (stereo not given)	i	i	3.9	i	i	i	i	i	i	1.7	-3.6

Part of the list above, reformatted.
SMILES | KCNQ1 block | ANO1 activ | Dyrk1A ADPGlo | KCNK9 block | KCNK3 inh | KCNQ1 act | TRPC4 agonist | TRPC4 potent | ANO1 block | HDAC3 inhib | hERG rescue
O=C1CCCN1CCC(=O)N1CCCC(N2CCN(c3ccccc3F)CC2)C1 (stereo not given) | i | i | 0.5 | i | i | i | i | i | i | 1.7 | -10.3
CC(=O)NCCC(=O)Nc1cc(S(=O)(=O)N2CCCCC2)ccc1N1CCN(C)CC1 | i | i | 17.9 | i | i | i | i | i | i | -0.1 | -8.7
CN(C(=O)c1ccccc1Br)C1CCS(=O)(=O)C1 (stereo not given) | i | i | 6.4 | i | i | i | i | i | i | -1.5 | -5.8
COc1ccc2nc(Nc3nc4ccc(NC(C)=O)cc4s3)sc2c1 | i | i | -1.7 | i | i | i | i | i | i | 5.3 | -6.9

The results go on:
SMILES	KCNQ1 block	ANO1 activ	Dyrk1A ADPGlo	KCNK9 block	KCNK3 inh	KCNQ1 act	TRPC4 agonist	TRPC4 potent	ANO1 block	HDAC3 inhib	hERG rescue
CC(C)c1nnc(NC(=O)CSc2nc3ccccc3[nH]2)s1	i	i	-3.5	i	i	i	i	i	i	4.8	-14.9
Cc1cc(C)c2cc(CN(CCO)C(=O)Nc3ccc(Cl)cc3)c(=O)[nH]c2c1	i	/	/	i	/	i	i	i	i	6.5	-8.2
Cc1ccc(Cn2ncc3c(N4CCN(C)CC4)ncnc32)cc1	i	i	-2.6	i	i	i	i	i	i	11.4	-15.9
COC1CCCCC1Nc1cc(C)cc(C)c1 (stereo not given)	i	i	/	i	i	i	i	i	i	-0.6	-2.4
O=C(CSC1=NS(=O)(=O)c2ccccc2N1)Nc1ccccc1F	i	i	0.5	i	i	i	i	i	i	/	-3.4
O=S(=O)(Cc1ccccc1)N1CCCC1	i	i	5.6	i	i	i	i	i	i	-3.6	-11.0
Cc1ccc(C)c(Cn2c3ccccc3c3cnn(CC(=O)NCCN4CCOCC4)c(=O)c32)c1	i	i	-4.6	i	i	i	i	i	i	-9.0	-5.0
CCOC(=O)CSc1nnc(CNC(=O)c2cc(OC)c(OC)c(OC)c2)n1C	i	i	1.6	i	i	i	i	i	i	-8.2	-1.6
Cc1onc(-c2ccccc2Cl)c1C(=O)N1CCN(S(=O)(=O)c2ccc(F)c(F)c2)CC1	i	i	2.2	i	i	i	i	i	i	-13.1	-8.8
Cc1cc(C)n(CCNC(=O)CC2C(=O)NCCN2CC2CCCCC2)n1 (stereo not given)	i	i	2.2	i	i	i	i	i	i	-3.4	-6.2
O=C(CN1CCOCC1)Nc1c2c(nc3c1CCC3)CCC2	i	i	-4.3	i	i	i	i	i	i	1.4	-10.0
O=C(NCc1ccccc1)c1ncn[nH]1	i	i	4.9	i	i	i	i	i	i	-2.1	-9.2
O=C(c1ccco1)N1CCN(c2ccc([N+](=O)[O-])cn2)CC1	i	i	-0.1	i	i	i	i	i	i	3.2	-9.1
CC1CC(=O)Nc2ccccc2N1S(=O)(=O)c1cccc(F)c1 (stereo not given)	i	i	/	i	i	i	i	i	i	-1.5	-9.1
Cc1ccc(C(=O)N/C(=C/c2cccs2)C(=O)N2CCCCCC2)cc1	i	i	5.1	i	i	i	i	i	i	4.9	-8.4
O=C(NCC(c1cccnc1)N1CCN(c2ccc(F)cc2)CC1)c1ccc(F)cc1 (stereo not given)	i	i	5.5	i	i	i	i	i	i	-3.6	-8.1
COC(=O)c1cc(-c2c(C)oc3cc(O)ccc3c2=O)c(C)o1	i	i	1.5	i	i	i	i	i	i	-21.7	-7.9
C=CCOc1c(CNc2ccc(S(N)(=O)=O)cc2)cccc1OC	i	i	-3.7	i	i	i	i	i	i	1.6	-6.5
COc1ccc(CNC(=O)CN(C(=O)c2csnn2)c2cccc(F)c2)cc1	i	i	-4.5	i	i	i	i	i	i	-5.0	-6.1
O=C(CSc1nc2ccccc2n1-c1ccccc1)Nc1ncc(Cl)cc1Cl	i	i	-12.2	i	i	i	i	i	i	7.0	-16.6
O=C(COc1ccccc1)Nc1ccc(S(=O)(=O)NCc2ccco2)cc1	i	i	-8.2	i	i	i	i	i	i	0.9	-5.1
CCn1c(SCC(=O)Nc2cc(NC(C)=O)ccc2OC)nnc1-c1ccccn1	i	i	-4.2	i	i	i	i	i	i	-2.2	-2.0
Cc1ccc(C(=O)COc2ncnc3cc(Cl)ccc23)cc1	i	i	/	i	i	i	i	i	i	-4.0	-9.0
COc1ccc(OCCCC(=O)Nc2cc(Cl)ccc2-n2cncn2)cc1	i	i	2.0	i	i	i	i	i	i	11.2	-9.3
COc1cc(/C=N/NC(=O)c2cccnc2)cc2c1OCO2	i	i	1.9	i	i	i	i	i	i	8.2	-5.9
CCC(=O)c1ccc(OCC(=O)OCC(=O)N2c3ccccc3NC(=O)C2(C)C)cc1	i	i	3.7	i	i	i	i	i	i	5.5	-6.2
Cc1ccc(C)c(NC(=S)N2CCN(c3ccccn3)CC2)c1	i	i	/	i	i	i	i	i	i	-2.2	-2.3
